Growth percent in the NCI-60 one-dose screen (48 h, 10 µM unless noted): 100 = growth as untreated, 0 = no growth, -100 = all killed.
HOP-92: HOP-92 NSCLC cells | AID 1794738 | hit rate 6.3% among 71,000
EKVX: EKVX NSCLC. hit rate 3% among 71,000
M14: M14 melanoma; hit rate 6.2% among 80,000
SK-MEL-5: SK-MEL-5 melanoma; hit rate 6.4% among 80,000
A549/ATCC: A549/ATCC NSCLC; AID 1794740; hit rate 3.7% among 81,000
LOX IMVI: LOX IMVI melanoma; AID 1794757; hit rate 7.4% among 79,000
CCRF-CEM: CCRF-CEM leukemia. hit rate 7% among 77,000
HOP-62: HOP-62 NSCLC; hit rate 3.9% among 80,000
* = called active by the depositor; nt = no result given; & = joins results of further samples. The calls were made as follows: active = growth percent below 10; inactive = the rest.

entry	SMILES	HOP-92	EKVX	M14	SK-MEL-5	A549/ATCC	LOX IMVI	CCRF-CEM	HOP-62
1	CCN1C(=O)N(CC)C2C1NN=c1s/c(=C\c3ccccc3F)c(=O)n12 (stereo not drawn)	40	53	2.5*	-21*	7.9*	16	8.9*	35
2	CC(=O)c1ccc2c3c(cc(C)c2c1)CCCC3	nt	97	106	100	109	101	nt	106
3	Cc1cc(=O)n(C)c(SCC(=O)N2CCOCC2)n1	101	104	97	99	100	101	101	89
4	CC[C@H](Nc1cc(C)nc(N)n1)c1nc2cccc(NCc3ccc(C(=O)NO)cc3)c2c(=O)n1-c1ccccc1	-3.1*	64	16	30	60	-58*	-11*	34
5	Nc1nc2c(C(=O)Nc3ccc(Cl)cc3)c(Nc3ccccc3)nn2c(-c2ccc(Cl)cc2)c1-c1nc2ccccc2s1	95	101	99	100	112	98	99	nt
6	Clc1ccc2c(OCCCN3CCOCC3)c3oc4ccc(Cl)cc4c3nc2c1	89	92	100	97	93	66	83	91
7	CC1(C)NC(=O)N(c2ccc([N+](=O)[O-])c(C(F)(F)F)c2)C1=O	nt	88	105	nt	100	94	103	109
8	CCN(CC)S(=O)(=O)c1ccc(OCCOc2ccc(S(=O)(=O)N(CC)CC)cc2)cc1	83	97	98	93	91	99	105	87
9	CCOP(=O)(OCC)/C(C#N)=C/c1cc(OC)ccc1OC	74	100	89	97	99	98	95	87
10	NCCOc1ccc([N+](=O)[O-])cc1Cl	nt	nt	112	104	96	95	98	98
11	O=C(Nc1ccc(Cl)c(C(F)(F)F)c1)c1cncc(C#Cc2cnc3ccc(N4CCOCC4)nn23)c1	-49*	19	11	4.0*	16	-49*	37	11
12	O=S(=O)(NCCNc1nccc(-c2c(-c3cccc(F)c3)nc3sccn23)n1)c1cccc(F)c1	88	72	69	53	42	51	63	83
13	NC(N)=NS(=O)(=O)c1ccc(Nc2nc(N3CCOCC3)c3ccccc3n2)cc1	93	91	93	98	110	97	99	110
14	Cc1ccc(-c2cc(C(=O)N=Nc3c(O)[nH]c4ccc(Cl)cc34)c3ccccc3n2)cc1	86	80	79	92	85	60	25	89
15	Nc1ccc2c(O)c(N=Nc3ccc([N+](=O)[O-])cc3)c(S(=O)(=O)O)cc2c1	104	93	95	104	110	85	103	98
16	Cc1cc(N2CCOCC2)nc(NCc2cc(Nc3ccnc4cc(Cl)ccc34)ccc2F)n1	-31*	9.3*	-84*	-98*	-49*	-68*	-10*	-63*
17	Oc1cccnc1CN1CCOCC1	85&88	92&105	103&109	98&106	97&102	93	89&103	93&97
18	Cc1c(-c2nnc(SCc3ccccc3)n2Cc2ccccc2)nn(-c2ccc(Cl)cc2Cl)c1-c1ccc(Cl)cc1	67	53	72	73	56	60	nt	81
19	Cc1ccc(-c2nn(-c3ccccc3)cc2C=C2C(=O)ON=C2C(C)C)cc1	86	102	66	87	87	2.0*	1.7*	89
20	O=C1c2cccc3c(N4CCOCC4)ccc(c23)C(=O)N1c1nc2ccccc2s1	100	101	87	94	88	95	107	98
21	CN1CCN(Cc2ccc(NC(=O)c3cncc(C#Cc4ccc(N)nc4)c3)cc2C(F)(F)F)CC1	-26*	7.7*	-37*	-5.7*	16	-26*	13	8.6*
22	N=C(N)c1ccc(-c2ccc(-c3ccc(Cl)cc3Cl)o2)cc1	45	59	8.9*	72	-47*	-95*	0.7*	-12*
23	COc1ccc(/C=C/C(=O)Nc2ccc(-c3nc4ccc(F)cc4s3)cc2)cc1OC	nt	89	105	87	101	97	92	108
24	C=C1C(=O)O[C@H]2[C@H]1CC/C(COC(=O)C(=O)c1cn(C)c3ccc(OC)cc13)=C\CC[C@@]1(C)O[C@@H]21	-72*	-17*	-77*	-100*	-62*	-88*	nt	-46*
25	CCN1CCN(C(=O)[C@]23CCC(C)(C)C[C@H]2C2=CC[C@@H]4[C@@]5(C)C/C(=C/c6ccco6)C(=O)C(C)(C)[C@@H]5CC[C@@]4(C)[C@]2(C)CC3)CC1	52	85	85	93	80	nt	75	95
26	C#CC(C)(CC)NC(=O)c1cc(-c2cccc(OC)c2)on1 (stereo not drawn)	101	89	100	92	85	103	91	94
27	N#Cc1c(-c2ccc(F)cc2)nc(N=Nc2c(O)[nH]c3ccc(Cl)cc23)nc1N1CCOCC1	-10.0*	73	52	30	24	25	59	12
28	COc1ccc(N2N=C(c3ccc4c(c3)OCCO4)CC2c2cccc(NC(=O)CCCNS(=O)(=O)c3ccc(F)cc3)c2)cc1 (stereo not drawn)	82	58	82	64	62	72	68	90
29	COC(=O)CC[C@@H](C)[C@H]1CC[C@H]2[C@@H]3CC[C@@H]4C[C@@H](Nc5c([C@@H](C)[C@H]6CC[C@H]7[C@@H]8CCC9=CC(=O)CC[C@]9(C)[C@H]8CC[C@]67C)nc6ccc(Cl)cn56)CC[C@]4(C)[C@H]3CC[C@]12C	88	96	99	105	102	97	98	100
30	CC1=C(CC/C=N/Nc2ccc([N+](=O)[O-])cc2[N+](=O)[O-])C2=C(C)C3(CC3)[C@@](C)(O)C(=O)C2=C1	77	91	65	86	59	41	51	81

Next section
entry	SMILES	HOP-92	EKVX	M14	SK-MEL-5	A549/ATCC	LOX IMVI	CCRF-CEM	HOP-62
31	CCN(CC)CCCC(C)Nc1cnc(C(=O)Nc2ccc(Cl)c3cccnc23)cn1 (stereo not drawn)	39	66	-73*	-3.7*	23	-84*	5.3*	43
32	COc1ccc(C(=O)/C=C/c2cccc(Cl)c2Cl)cc1S(N)(=O)=O	22	0.5*	-77*	nt	-2.7*	-79*	0.5*	-69*
33	O=C(O)CCCN1C(=O)NC2(C1=O)c1ccccc1-c1ccccc12	89	98	103	96	90	95	96	102
34	CCOC(=O)Nc1ccc(C(=O)OCC)cc1	nt	97	104	95	92	99	99	nt
35	COC(=O)c1sccc1-c1cc(O)c(C(C)=O)s1	101	98	100	108	95	98	104	111
36	Cn1cccc1-c1cc(-c2ccc(Br)cc2)n(C(=S)Nc2ccc(F)cc2)c(=O)c1C#N	60	70	80	67	52	77	52	66
37	CC(Nc1ccc(Br)cc1C(=O)O)C(=O)O (stereo not drawn)	96	104	96	100	80	106	87	104
38	Cc1cc(NS(=O)(=O)c2ccc(NC(=O)CSc3nc4ccccc4c(=O)n3-c3ccccc3)cc2)no1	89	97	90	98	101	94	97	99
39	Nc1ccc(-c2nnc(Cn3c(COc4cccc5ccccc45)nc4ccccc43)o2)cc1	75	nt	103	102	103	94	104	102
40	O=C=Nc1ccc(N=Nc2ccccc2)cc1	73	93	93	103	83	94	76	91
41	Cn1c(N)c(NC=O)c(=O)n(C)c1=O	93	92	97	93	96	99	79	94
42	COc1ccc2cc([C@H](C)C(=O)N/N=C/c3cccc(Cl)c3)ccc2c1	101	79	104	91	100	nt	60	92
43	CCCCCCCCCCCCCCCCCC	86	94	95	100	101	96	94	92
44	COC(=O)c1ccc(NC2=CC(=O)C(C)=C(C)C2=O)cc1	117	100	95	96	104	80	71	71
45	C/C(=C(/c1ccccc1)c1ccc(N2C(=O)c3cccc4c(NCCN(C)C)ccc(c34)C2=O)cc1)c1ccccc1	94	91	93	96	106	nt	101	95
46	O=C(Nc1ccc2c(ccn2C(=O)c2cccc(F)c2)c1)c1ccnnc1	114	73	105	101	94	106	nt	77
47	CN1CCc2cc3c(cc2C(=O)Cc2ccc4c(c2C1)OCO4)OCO3	111	87	96	97	98	91	100	98
48	Cc1ccc(N=Nc2ccc3c(S(=O)(=O)O)cccc3c2O)c(C)c1	86	93	98	100	101	98	97	84
49	CCCc1cc(=O)[nH]c(SCC(=O)c2ccc(C)cc2)n1	72	nt	98	102	98	95	89	89
50	COc1cc(/C=C2/C=C(c3ccccc3)N(CCc3ccc(S(N)(=O)=O)cc3)C2=O)cc(OC)c1OC	42	105	90	91	86	101	91	94
51	O=C(OCCOCCOC(=O)N1CCOCC1)N1CCOCC1	nt	89	101	116	96	104	100	96
52	Cc1ccc(NS(=O)(=O)c2ccc3c(c2)C2OCCC2C(c2ccc(C(=O)C(C)C)cc2)N3)cc1C (stereo not drawn)	74	25	50	-32*	27	64	60	70
53	CCOC(=O)c1noc2c1CCc1c-2cn(Cc2ccc(OC)c(N)c2)c1-c1ccccc1	121	88	93	111	88	97	80	88
54	Clc1ccc2ncccc2c1	76	101	104	100	nt	95	100	91
55	c1ccc(-c2c(-c3ccccc3)[n+](Cc3ccc4ccccc4c3)cn2Cc2ccc3ccccc3c2)cc1	-84*	-47*	-86*	-100*	-82*	-99*	-66*	-86*
56	O=C1C=C(Nc2ccccc2)c2ncccc2C1=O	-80*	-85*	-86*	-98*	-49*	-78*	-30*	-90*
57	C=CC(=O)N1CCC[C@H](n2c(=O)n(-c3ccc(Oc4ccccc4)cc3)c3c(N)ncnc32)C1	86	57	84	94	58	72	82	83
58	CN1Cc2cccc(N3CCNCC3)c2C[C@@H]1CN(C)[C@H]1CCCc2cccnc21	106	102	86	99	83	95	96	61
59	O=[N+]([O-])c1cccc(N=NNc2cccc([N+](=O)[O-])c2)c1	64	85	102	87	87	89	84	110
60	O=c1cc(O)cc2n1CCC2	95	95	99	102	102	98	106	111

18 entries already listed, sorted by SMILES length, smallest number first.
entry	SMILES	HOP-92	EKVX	M14	SK-MEL-5	A549/ATCC	LOX IMVI	CCRF-CEM	HOP-62
43	CCCCCCCCCCCCCCCCCC	86	94	95	100	101	96	94	92
40	O=C=Nc1ccc(N=Nc2ccccc2)cc1	73	93	93	103	83	94	76	91
34	CCOC(=O)Nc1ccc(C(=O)OCC)cc1	nt	97	104	95	92	99	99	nt
37	CC(Nc1ccc(Br)cc1C(=O)O)C(=O)O (stereo not drawn)	96	104	96	100	80	106	87	104
56	O=C1C=C(Nc2ccccc2)c2ncccc2C1=O	-80*	-85*	-86*	-98*	-49*	-78*	-30*	-90*
35	COC(=O)c1sccc1-c1cc(O)c(C(C)=O)s1	101	98	100	108	95	98	104	111
49	CCCc1cc(=O)[nH]c(SCC(=O)c2ccc(C)cc2)n1	72	nt	98	102	98	95	89	89
44	COC(=O)c1ccc(NC2=CC(=O)C(C)=C(C)C2=O)cc1	117	100	95	96	104	80	71	71
33	O=C(O)CCCN1C(=O)NC2(C1=O)c1ccccc1-c1ccccc12	89	98	103	96	90	95	96	102
48	Cc1ccc(N=Nc2ccc3c(S(=O)(=O)O)cccc3c2O)c(C)c1	86	93	98	100	101	98	97	84
32	COc1ccc(C(=O)/C=C/c2cccc(Cl)c2Cl)cc1S(N)(=O)=O	22	0.5*	-77*	nt	-2.7*	-79*	0.5*	-69*
59	O=[N+]([O-])c1cccc(N=NNc2cccc([N+](=O)[O-])c2)c1	64	85	102	87	87	89	84	110
42	COc1ccc2cc([C@H](C)C(=O)N/N=C/c3cccc(Cl)c3)ccc2c1	101	79	104	91	100	nt	60	92
58	CN1Cc2cccc(N3CCNCC3)c2C[C@@H]1CN(C)[C@H]1CCCc2cccnc21	106	102	86	99	83	95	96	61
55	c1ccc(-c2c(-c3ccccc3)[n+](Cc3ccc4ccccc4c3)cn2Cc2ccc3ccccc3c2)cc1	-84*	-47*	-86*	-100*	-82*	-99*	-66*	-86*
38	Cc1cc(NS(=O)(=O)c2ccc(NC(=O)CSc3nc4ccccc4c(=O)n3-c3ccccc3)cc2)no1	89	97	90	98	101	94	97	99
50	COc1cc(/C=C2/C=C(c3ccccc3)N(CCc3ccc(S(N)(=O)=O)cc3)C2=O)cc(OC)c1OC	42	105	90	91	86	101	91	94
45	C/C(=C(/c1ccccc1)c1ccc(N2C(=O)c3cccc4c(NCCN(C)C)ccc(c34)C2=O)cc1)c1ccccc1	94	91	93	96	106	nt	101	95

Following part
entry	SMILES	HOP-92	EKVX	M14	SK-MEL-5	A549/ATCC	LOX IMVI	CCRF-CEM	HOP-62
61	Cc1nc(-c2cc3ccccc3oc2=O)ccc1C(=O)/C=C/c1ccc(N2CCOCC2)cc1	80	87	46	71	92	31	72	91
62	CCCCN(N=C(c1ccccc1)c1ccccc1)c1ccccc1	86	101	110	108	102	86	81	108
63	CC1=C(SCCC(=O)OC(C[Se]C2=C(C)C(=O)c3ccccc3C2=O)C(=O)NC(C)(C)C)C(=O)c2ccccc2C1=O (stereo not drawn)	-67*	-71*	-84*	-99*	-40*	-52*	-23*	-65*
64	CC(C)N(Cc1ccccc1)c1c(S)ssc1=S	-36*	5.4*	18	-76*	4.6*	10	-82*	9.6*
65	C#CCOc1ccccc1C(OC(=O)c1cccc(N)c1)C(=O)NC(C)(C)C(C)(C)C (stereo not drawn)	82	95	101	99	105	97	105	92
66	C=C(C)[C@@H]1CC[C@]2(c3nnc(-c4ccncc4)o3)CC[C@]3(C)[C@H](CC[C@@H]4[C@@]5(C)CCC(=O)C(C)(C)[C@@H]5CC[C@]43C)[C@@H]12	71	87	102	98	85	93	nt	98

Screens (PubChem)
